Screening results from PubChem BioAssay.
ADAM17 inh = inhibits human ADAM17; recombinant ADAM17, EDANS/DABCYL FRET peptide cleavage; 0.83% of 370,000 active; inhibition, % at 6.95 µM;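 active = inhibition above the mean of compounds lying between control limits plus 3 SD, set per campaign, cut at about 8.5% in these data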;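 also: 0% = DMSO-only wells as the low control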
Target sequence (P78536 215-824 limits assumed): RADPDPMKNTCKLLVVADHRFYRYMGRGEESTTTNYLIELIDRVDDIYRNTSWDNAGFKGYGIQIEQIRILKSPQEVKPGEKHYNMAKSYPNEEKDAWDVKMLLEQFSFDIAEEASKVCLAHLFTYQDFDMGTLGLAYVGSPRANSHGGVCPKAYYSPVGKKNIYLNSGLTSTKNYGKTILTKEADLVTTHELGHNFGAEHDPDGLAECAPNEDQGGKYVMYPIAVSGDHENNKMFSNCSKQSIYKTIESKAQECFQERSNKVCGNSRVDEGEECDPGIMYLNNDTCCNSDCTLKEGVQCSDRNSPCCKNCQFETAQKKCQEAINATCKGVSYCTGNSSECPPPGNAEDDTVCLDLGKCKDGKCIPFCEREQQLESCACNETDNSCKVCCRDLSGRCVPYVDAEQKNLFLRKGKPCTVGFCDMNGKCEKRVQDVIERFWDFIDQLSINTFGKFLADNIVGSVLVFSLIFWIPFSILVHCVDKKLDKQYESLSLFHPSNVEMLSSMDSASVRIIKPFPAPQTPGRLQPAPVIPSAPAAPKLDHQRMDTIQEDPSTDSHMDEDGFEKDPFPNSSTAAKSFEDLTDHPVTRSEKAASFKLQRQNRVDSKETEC
Tn7 DDE FP = disrupts Tn7 cyclic peptide binding to fibrin D-Dimer-E complex | inhibition, % at 8.3 µM | 0.13% of 370,000 active | P02675 | AID 720508 | FP displacement of FITC-Tn7 peptide from fibrin DD(E); 0% = median of compound wells per plate;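 active = inhibition above the mean of compounds falling within the control limits plus 3 SD of them, cut at about 14% in these data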;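 also: 0% = plate median of compound wells and 100% = 10 µM Aha-Tn7 peptide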
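Test system: human clot-derived fibrin DD(E) complex / Quantity: 2 µM final DD(E) protein / Incubation: 10 min plus 3 h, room temperature / Measured by: fluorescence polarization / Benchmarks: high control of 10 µM Aha-Tn7 peptide / Replicates: singlicate testing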
ARFGAP1 inh = inhibits rat ARF GTPase activating protein 1; AID 651572; inhibition, % at 16.5 µM; Q62848; Arfgap1-stimulated ARF1 GTP hydrolysis, GDP FP detection; 0.26% of 360,000 active;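 active = inhibition above a per-plate limit, mean inhibition of low control wells plus 3 SD, cut at about 25% in these data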;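 also: 0% = DMSO wells with enzyme and 100% = wells lacking Arfgap1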
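Material: rat Arfgap1 GAP domain (His6, aa 1-136), purified enzyme. Also added: human ARF1(Δ1-17)-GTP substrate. Compound dosing: 16.5 µM single point, 1.26% DMSO. Timing: enzyme reaction 120 min at 25 °C after 20 min preincubation. Signal: GDP detection by fluorescence polarization. Read-out basis: percent inhibition of GAP-stimulated GDP formation, scaled between DMSO and no-Arfgap1 medians.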
ASAP1 inh = ASAP1 ArfGAP inhibition; inhibition, % at 16.5 µM; 0.19% of 360,000 active; AID 624377; Q9ULH1; ASAP1-stimulated ARF1 GTP hydrolysis, GDP FP detection; in the data active = inhibition above about 25%;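 also: 0% = vehicle with enzyme and substrate and 100% = no enzyme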
ADAM10 inh = inhibits human ADAM10. O14672. recombinant ADAM10, EDANS/DABCYL FRET peptide cleavage, 3 h. inhibition, % at 7 µM. 0.62% of 370,000 active. AID 720582;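 active = inhibition above a per-campaign cutoff equal to the mean of compounds falling between control-based bounds plus 3 SD, cut at about 20% in these data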;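 also: 0% = DMSO wells while the 100% control is not disclosed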
TDP2 inh = blocks human TDP2 phosphodiesterase activity | O95551 | recombinant TDP2, T5PNP hydrolysis, p-nitrophenol absorbance 415 nm | inhibition, % at 12.8 µM | 0.34% of 370,000 active;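 active = inhibition above the mean of all tested compounds plus 3 SD, set per campaign, cut at about 25% in these data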;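 also: 0% = DMSO with enzyme and 100% = buffer with substrate but no TDP2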
Target sequence (O95551 whole entry, looked up): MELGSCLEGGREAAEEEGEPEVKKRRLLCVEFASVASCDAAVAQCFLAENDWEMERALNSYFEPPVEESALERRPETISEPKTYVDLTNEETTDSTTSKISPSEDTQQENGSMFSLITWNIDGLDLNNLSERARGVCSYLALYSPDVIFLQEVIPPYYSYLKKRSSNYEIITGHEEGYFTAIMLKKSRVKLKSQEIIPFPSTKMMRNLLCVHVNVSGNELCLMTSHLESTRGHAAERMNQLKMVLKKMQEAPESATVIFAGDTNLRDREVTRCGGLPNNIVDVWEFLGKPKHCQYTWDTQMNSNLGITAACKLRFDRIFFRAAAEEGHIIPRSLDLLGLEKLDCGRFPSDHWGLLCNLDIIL
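Test system: human TDP2 enzyme; Input: 120 nM TDP2 per well; Buffer or medium: Mg2+-containing Tris-HCl buffer, pH 7.5; Reagent: 5 mM T5PNP; Dosing: 12.8 µM single point, 1% DMSO; Incubation: reaction 2 h, 37 °C; Detection: p-Nitrophenol epi absorbance; Read-out: % inhibition relative to enzyme-containing and enzyme-free wells; Replicates: single well per compound.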
proKLK7 act = proKLK7 (human) activation, primary screen; purified proKLK7, EDANS-DABCYL substrate fluorescence; 100% is mature enzyme control, 0% vehicle; activation, % at 7 µM; P49862; 0.9% of 370,000 active; AID 652039;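 active = activation above the mean of all tested compounds plus 3 SD, computed per campaign excluding outliers beyond control limits, cut at about 13% in these data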
PLC-gamma1 inh = PLC-gamma1 (human) inhibition, primary screen | 0.84% of 370,000 active | inhibition, % at 12.2 µM | P19174 | AID 720700 | purified PLC-gamma1, fluorogenic substrate, fluorescence; in the data active = inhibition above about 9.5%
LEDGF integ inh = blocks HIV-1 LEDGF/p75-dependent DNA integration; 0.64% of 370,000 active; inhibition, % at 3.7 µM; AID 743269; TR-FRET IN-LEDGF/p75 DNA integration, Eu/Cy5;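 active = inhibition above the screen-wide mean plus 3 SD, cut at about 13% in these data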;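 also: signal is the Cy5 over europium emission ratio at 671 and 618 nm; 0% = plate median of compound wells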
DDE Tn6 FP inh = DD(E)-Tn6 binding inhibition, primary FP screen; P02675; inhibition, % at 8.3 µM; 0.21% of 370,000 active; Fibrin DD(E) TRITC-Tn6 fluorescence polarization displacement;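 active = inhibition above a per-campaign cutoff: mean of compounds within control limits plus 3 SD, cut at about 15% in these data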;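 also: 0% = median of all compound wells on the plate and 100% = blocking peptide control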
* = called active by the depositor; i = inactive; x = no result given.

compound	ADAM17 inh	Tn7 DDE FP	ARFGAP1 inh	ASAP1 inh	ADAM10 inh	TDP2 inh	proKLK7 act	PLC-gamma1 inh	LEDGF integ inh	DDE Tn6 FP inh
Cc1ccccc1CC(=O)N1CCCC1	-4	0	-3	12	11	-13	-0.6	-1	2	1
CCOC(=O)c1[nH]c(=O)[nH]c1COC(=O)c1cc2ccccc2o1	-4	1	7	-11	-9	1	0.3	-6	3	0
CCOC(=O)C1CCCN(C(=O)c2ccc(-c3ccccc3Cl)o2)C1 (configuration not stated)	1	4	10	-7	-4	-4	0.6	1	-4	5
O=C(c1cc([N+](=O)[O-])ccc1N1CCCCC1)N1CCCC1	-1	6	13	-18	1	-15	-0.1	-2	1	1
CCCNC1CCS(=O)(=O)C1 (configuration not stated)	-3	1	3	6	0	3	1.0	0	-2	4
CCO[C@H]1OC(C(=O)N2CCN(Cc3ccc4c(c3)OCO4)CC2)=C[C@@H](c2ccccc2)[C@@H]1CCCO	1	2	4	3	0	6	-0.1	3	1	-4
CCCc1cc(=O)oc2cc(OC(C)C(=O)NC3CC(C)(C)NC(C)(C)C3)ccc12 (configuration not stated)	-61	-6	1	13	-173	-21	-0.1	-3	1	-4
N#C/C(=C\c1cn[nH]c1-c1ccccc1Br)C(=O)O	0	7	-8	-8	0	-1	-0.4	-1	2	3
CCOC(=O)CSc1nnc(NC(=O)c2ccc3c(c2)OCO3)s1	4	2	8	8	-3	15	-0.8	-3	-1	5
O=C(CN1C(=O)C2(OCCO2)c2cc(Br)ccc21)NO	-9	-8	-17	0	-6	-3	0.3	0	1	-5
O=C(NCc1ccccc1)C1=C[C@H](c2csc3ccccc23)C[C@H](OCc2ccc(CO)cc2)O1	6	-2	-3	4	18	-2	0.7	-7	3	1
Cc1ccc(-n2nc3c4c(cccc4c2=O)-c2ccccc2-3)cc1	-6	-7	4	1	-10	-7	-1.6	-28	4	2
COC(=O)c1[nH]c2cccc(OC)c2c1NC(=O)CCN1CCN(c2ccccc2F)CC1	-59	6	16	1	-167	-1	2.1	-206	1	3
CCC(C)SCc1nc2ccccc2[nH]1 (configuration not stated)	-2	7	10	5	-22	-7	-0.8	-1	1	3
Cc1ccc(C(=O)CC2(O)C(=O)N(C)c3ccccc32)s1 (configuration not stated)	-6	-2	-7	-3	-3	-8	0.7	-3	-3	-4
O=C(CS(=O)(=O)c1ccccc1)N1CCc2ccccc21	-9	2	9	-1	2	-6	-1.5	-1	0	-4
COc1ccccc1N1CCN(CC(=O)N2N=CCC2c2ccccc2)CC1 (configuration not stated)	2	-4	-7	-1	1	-1	0.4	1	1	-5
COc1ccccc1-c1cccc([C@@H]2C[C@H]3[C@H](CON3C)CN2C(=O)C(C)(C)C)c1	0	2	10	7	-5	-2	-0.6	-1	-1	3
CCOC(=O)C(NC(=O)NCc1ccc(F)cc1)(OCC)C(F)(F)F (configuration not stated)	5	-3	1	3	-7	-8	-0.1	6	-2	-7
Cc1nn(C)cc1/C=N\NC(=O)c1ccc2c(c1)c(C)c(C)n2Cc1ccccc1	-1	2	5	14	7	-6	-1.6	-5	0	-2
O=C(COC(=O)C1CCCO1)Nc1nc(-c2ccc(F)cc2)cs1 (configuration not stated)	-5	0	6	-6	-4	2	0.1	0	-2	1
C/C(=N/NC(=O)c1ccoc1C)c1cccs1	2	-7	x	x	5	-7	0.4	-3	5	-7
CCc1ccc(NC(=O)C2CCCN(S(=O)(=O)c3ccc4[nH]c(=O)ccc4c3)C2)cc1 (configuration not stated)	-5	-2	-3	5	-3	2	0.4	3	2	-3
CCc1ccc[n+](-c2[nH]c(=O)sc2/C=N/N=C(\[O-])c2ccncc2)c1	1	-3	-6	5	9	-5	0.1	2	2	0
NS(=O)(=O)c1ccc(NC(=O)COC(=O)C2CC(=O)N(Cc3ccccc3)C2)cc1 (configuration not stated)	-1	1	16	4	15	-2	0.1	4	3	-3
CNS(=O)(=O)c1ccc2c3c(cccc13)C(=O)N2C	-144	-5	20	3	-371	9	35*	i	-1	-6
O=C(NCCCn1ccnc1)c1cc2ccccc2oc1=O	-13	4	-3	-5	-54	-8	-0.9	-2	2	6
Cc1ccc(OCc2ccc(C(=O)Nc3cc(C)on3)o2)c([N+](=O)[O-])c1	0	-1	7	1	-4	0	-1.0	1	-2	-9
Cc1cc(C)c2c(=O)[nH]n(C3CCOC(C)(C)C3)c2n1 (configuration not stated)	-3	0	-9	-2	-14	-2	0.1	-12	-2	-6
O=C(CN1CCN(C2CCCCC2)CC1)NCCC1=CCCCC1	-1	7	7	-6	0	0	-0.5	4	8	-6
COc1ccc(CCNC(=O)c2ccc3c(c2)ncn3C2CCCCC2)cc1	3	-1	x	x	8	-1	0.8	2	2	0
CCOC(=O)C1CCN(C(=O)CNS(=O)(=O)c2cccs2)CC1	0	4	0	2	-1	14	0.7	-1	-1	6
Cc1c(NS(=O)(=O)c2ccc3c(c2)OCCO3)cccc1-c1nc2cccnc2s1	-1	-5	-3	3	-17	-7	0.0	-13	2	-4
O=C(Nc1ncccc1O)c1ccc(S(=O)(=O)NCc2ccco2)cc1	0	1	7	-7	3	-10	-0.3	-2	-2	0
C=CCn1c(SCC(=O)NCC2CCCO2)nnc1C1CCCCC1 (configuration not stated)	1	-1	7	14	3	-10	0.1	-3	-2	-7
CC(=O)Nc1ccc(S(=O)(=O)N2CCc3cc4c(cc3C2C)OCCCO4)cc1 (configuration not stated)	-2	-4	-5	-4	-14	7	0.6	-9	0	4
O=C(O)/C=C/C(=O)NNC(=O)c1ccc(Br)cc1	3	-6	4	-3	0	-8	-1.0	-1	-1	2
Cc1cccc(CSc2nnc(CCNC(=O)OC(C)(C)C)o2)c1	4	2	-8	2	5	-7	0.8	3	11	-5
CCOc1ccc(Cl)cc1-c1cc(C(=O)Nc2ccc(OC)nc2)[nH]n1	0	0	0	-4	2	7	0.5	0	-1	-5
CCn1c(C)nc2cc(C(=O)NNC(=O)CN(C)S(=O)(=O)c3ccc(NC(C)=O)cc3)ccc21	-7	-8	-4	2	-6	6	-0.2	-2	-1	-1

Retrieved by structure from the entries so far, 2 records:
compound	ADAM17 inh	Tn7 DDE FP	ARFGAP1 inh	ASAP1 inh	ADAM10 inh	TDP2 inh	proKLK7 act	PLC-gamma1 inh	LEDGF integ inh	DDE Tn6 FP inh
Cc1cccc(CSc2nnc(CCNC(=O)OC(C)(C)C)o2)c1	4	2	-8	2	5	-7	0.8	3	11	-5
O=C(c1cc([N+](=O)[O-])ccc1N1CCCCC1)N1CCCC1	-1	6	13	-18	1	-15	-0.1	-2	1	1

Structures listed so far that have two or more sulfur atoms:
compound	ADAM17 inh	Tn7 DDE FP	ARFGAP1 inh	ASAP1 inh	ADAM10 inh	TDP2 inh	proKLK7 act	PLC-gamma1 inh	LEDGF integ inh	DDE Tn6 FP inh
CCOC(=O)CSc1nnc(NC(=O)c2ccc3c(c2)OCO3)s1	4	2	8	8	-3	15	-0.8	-3	-1	5
CCOC(=O)C1CCN(C(=O)CNS(=O)(=O)c2cccs2)CC1	0	4	0	2	-1	14	0.7	-1	-1	6
Cc1c(NS(=O)(=O)c2ccc3c(c2)OCCO3)cccc1-c1nc2cccnc2s1	-1	-5	-3	3	-17	-7	0.0	-13	2	-4

Further records
compound	ADAM17 inh	Tn7 DDE FP	ARFGAP1 inh	ASAP1 inh	ADAM10 inh	TDP2 inh	proKLK7 act	PLC-gamma1 inh	LEDGF integ inh	DDE Tn6 FP inh
COc1cc(Cn2c(C(=O)O)cc3sccc32)cc(OC)c1OC	-2	4	5	-11	-3	2	0.6	2	1	-2
O=C(CCCc1c[nH]c2ccccc12)N1CCN(S(=O)(=O)c2cccs2)CC1	2	-7	11	14	9	5	0.4	1	0	3
CCS(=O)(=O)N1CCC(NC(C)=O)(c2ccccc2)CC1	-5	-3	-13	-17	-4	-4	-0.8	4	1	-11
CC#CC[N+](C)(C)CCCCCC	-3	4	10	11	-9	-6	-0.7	-3	-6	-2
COc1ccccc1CCCNC(=O)C1CCC(=O)N(CCc2ccc(Cl)cc2)C1 (configuration not stated)	-2	-1	4	-11	9	0	0.0	-1	0	-6
COc1ccc(N=C2NC(=O)S/C2=C\c2ccc(N(C)C)cc2)cc1	-1	-9	1	1	4	4	1.2	-54	1	-6
CC(=O)N1CCCc2cc(S(=O)(=O)CCC(=O)Nc3cccc(C)c3C)ccc21	0	8	-1	-9	2	15	0.1	0	1	9
O=C(CSc1nc2ccc([N+](=O)[O-])cc2s1)NCC1CCCO1 (configuration not stated)	0	1	8	5	6	-9	-0.3	2	-7	-8
CCOC(=O)c1ccc(N=c2sc(C(=O)OC)cc(=O)n2Cc2ccc3c(c2)OCO3)cc1	-6	2	13	4	-35	-1	-0.2	-3	-1	2
Cc1c(NC(=O)CN2CCCc3ccccc32)c(=O)n(-c2ccccc2)n1C	1	1	3	-11	-2	0	0.3	1	1	3
Cc1ccc(S(=O)(=O)N(CCCO)CC(O)CON=C2c3ccccc3-c3ccccc32)cc1 (configuration not stated)	19*	-10	-5	1	35*	-25	-0.5	-13	2	-8
